# Insulin prom up = insulin promoter activators in MIN6 cells, imaging, high-content screening, mouse beta cells | MIN6 insulin promoter-GFP reporter; stronger effect = higher value | z-score at 5 µM | 190,000 tested, 0.3% active | AID 1625, 2009;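 active = z-score above 3 at 5 µM with at least 500 cells counted in the well; inconclusive = wells under 500 cells, flagged as cytotoxic or low count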
# Myeloid diff 2 = induction of myeloid progenitor differentiation, primary screen, cell-based, flow cytometry, MLPCN library; calls only at 10 µM; ER-HoxA9 myeloid progenitors, lysozyme-GFP differentiation; 360,000 tested, 1% active; AID 624256, 2012;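 active = normalized GFP-positive differentiation at or above the plate's own cutoff, the solvent-only control mean plus 3 SD; inconclusive = no clear call, values can overlap the other calls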;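 note: cells exposed to compound for four days before flow analysis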
# MT stabilize HCS = microtubule stabilizers in HeLa cells, primary screen, imaging, high-content imaging; HeLa tubulin immunostaining HCS, 24 h; share of cells brighter than vehicle mean+2SD; % tubulin-high responders, % at 10 µM; 200,000 tested, 0.83% active; AID 2205, 2009;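 active = plate Z-score above 3 for both tubulin-high and condensed-nucleus cell shares, with cell loss under 80%, at 10 µM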;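 note: anti alpha tubulin signal scored within the nucleus-defined area of each cell; some results filed as inactive read as strong as hits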
# PMI inhibitors = inhibitors of human PMI, primary screen, biochemical, fluorescence intensity, coupled assay (AID 1209). Mannose-6-phosphate isomerase (Homo sapiens). purified PMI enzyme, coupled fluorescence intensity; higher % means a stronger effect. one-dose inhibition, % at 20 µM; IC50 in µM for titrated hits. 190,000 tested, 0.42% active; in the data active = inhibition above about 50%;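 note: plate controls were DMSO vehicle for no effect and wells lacking substrate for full effect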
# Hep lipid drop = inhibitors of hepatocyte lipid droplet formation, primary screen, imaging, high-throughput imaging, BODIPY stain; AML12 mouse hepatocytes, oleate lipid droplets; inhibition, % at 6.5 µM; 240,000 tested, 0.4% active; AID 1656, 2009;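 active = lipid droplet intensity inhibited by at least 50%, with more than 500 cells counted; inconclusive = wells with under 300 cells, treated as cytotoxic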
#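 material = mouse AML12 hepatocyte cell line, fixed after treatment | also added = 100 µM oleic acid challenge | doses = compound at 6.5 µM only | schedule = overnight exposure | technique = Image-based BODIPY and DAPI two-channel analysis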
# Dynein transport = inhibitors of GR-EGFP nuclear translocation, primary screen, dynein cargo transport inhibitor project, imaging, high-content, 3617.4 mouse cells; test concentration mostly 20 µM; stimulated with dexamethasone, 1 µM; stronger effect = lower value; z-score, hits read low; 220,000 tested, 0.47% active;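 active = plate z-score of nuclear minus cytoplasmic receptor signal below a set negative limit, without overly bright fluorescence or cell loss, cut at about -3.5 in these data, passing the limit was not always enough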;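 note: z-score of nuclear minus cytoplasmic ring GR-EGFP intensity difference per well; some compounds called inactive have numbers as strong as hits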
#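 Buffer or medium: tetracycline-free induction medium containing charcoal-stripped FBS / Reagent: dexamethasone agonist, 1.0 µM final, for 30 min / Technique: automated 10x imaging of fixed Hoechst-stained cells / Times: induction 48 h, compound 1 h, agonist 30 min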
# T cell HTS = modulators of CD8 T cell-vesicle binding, primary screen, mouse 2C CD8+ T cells, flow cytometry. calls only at 7 µM. 330,000 tested, 0.068% active. 2C CD8+ T cell-vesicle binding; stronger effect = lower value;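 active = response, share of CD8 T cells binding vesicles, and their 90th percentile fluorescence all below set limits, cut at about 80% in these data, passing the limit was not always enough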
#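 Incubation: binding step 1.5 h, 37 °C, antibody labelling 20 min, ice; system: murine 2C transgenic CD8+ T lymphocytes; technique: cytometric PE anti-B7-1 and Alexa647 anti-CD8 signals after 1% paraformaldehyde fixation; also added: QL9-charged Drosophila Ld/ICAM-1/B7-1 vesicles; control set: naked versus QL9-loaded vesicles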
# b-catenin transl = modulators of beta-catenin nuclear translocation, primary screen, imaging, HeLa cells, immunofluorescence, high-content; nuclear translocation activity, % at 5 µM; 190,000 tested, 0.3% active; AID 1665, 2009;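 active = nuclear translocation activity above 50% at 5 µM, with a well cell count of 50 or more; inconclusive = wells under 50 cells across six images, flagged as toxic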;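 note: per-cell ratio of nuclear to cytoplasmic median beta-catenin stain intensity; plate controls were DMSO negative control for no effect and GSK-3 inhibitor IX positive control for full effect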
#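 Test system: HeLa cells, endogenous beta-catenin; Compound: single 5 µM dose plus 0.02–20 µM confirmation series; Times: compound exposure 24 h at 37°C; Signal: fluorescence imaging of beta-catenin antibody stain plus DAPI; Read-out: % activation, nuclear-to-cytoplasmic median beta-catenin signal ratio per cell.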
# TNAP activation fold = human TNAP enzyme activators, primary screen, biochemical, luminescent, no phosphate acceptor, uHTS (AID 1001); 200,000 tested, 0.03% active; Alkaline phosphatase, tissue-nonspecific isozyme (Homo sapiens); purified TNAP, luminescent activation assay, no phosphate acceptor; higher activation fold means a stronger effect; activation fold at 20 µM; hits with a dose series show EC50 in µM; in the data active = activation fold from about 3, or a potency from the dose series; inactive = the rest, 99 in 100 with activation fold below about 1.6; note: many of its hits are not listed in these tables
# Dynein transport cytoplasmic EGFP = also measured in Dynein transport; calls as there; z-score; measured here: cytoplasmic GR-EGFP intensity; stronger effect = higher value
# Dynein transport nuclear GR-EGFP = recorded beside Dynein transport, whose call it bears; z-score; measured here: nuclear GR-EGFP intensity;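 lower value marks the stronger effect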
# Dynein transport cell count = also measured in Dynein transport; calls as there; z-score; measured here: cell count per field
# Insulin prom up cell count = second read-out of Insulin prom up, no call of its own (marks repeat the call); cell count; measured here: cytotoxicity, nuclei count;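 total cells summed across four imaged fields per well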
# Hep lipid drop cells 6.5 µM = second read-out of Hep lipid drop, no call of its own (marks repeat the call); cell count; measured here: cell count, cytotoxicity flag;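 cells counted across two imaged fields per well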
# b-catenin transl cell count 5 µM = also measured in b-catenin transl; calls as there; cell count; measured here: cell count, cytotoxicity flag
# T cell HTS vesicle-bound % = recorded beside T cell HTS, whose call it bears; double positive events, %; measured here: CD8+ vesicle-bound cell fraction;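 binding gate set so that unloaded-vesicle control wells show 10% double positive cells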
# MT stabilize HCS Hoechst-high % = recorded beside MT stabilize HCS, whose call it bears; % Hoechst-high responders; measured here: nuclear condensation Hoechst responders;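 share of cells brighter than vehicle mean plus two SD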
# MT stabilize HCS cytotoxicity % = second read-out of MT stabilize HCS, no call of its own (marks repeat the call); toxicity, %; measured here: cytotoxicity by cell density;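 0% = mean cell density of plate MIN control wells and 100% = no cells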
# Myeloid diff 2 GFP+ MAC1+ % = also measured in Myeloid diff 2; calls as there; GFP+ MAC1+ double positive, %; measured here: differentiation confirmed by MAC1 staining
# The depositor's hits bear a star; i = inactive; ? = inconclusive; / = no result given.
SMILES,Insulin prom up,Insulin prom up cell count,Myeloid diff 2,Myeloid diff 2 GFP+ MAC1+ %,MT stabilize HCS,MT stabilize HCS Hoechst-high %,MT stabilize HCS cytotoxicity %,PMI inhibitors,Hep lipid drop,Hep lipid drop cells 6.5 µM,Dynein transport,Dynein transport cytoplasmic EGFP,Dynein transport nuclear GR-EGFP,Dynein transport cell count,T cell HTS,T cell HTS vesicle-bound %,b-catenin transl,b-catenin transl cell count 5 µM,TNAP activation fold
COC(=O)c1ccc(CSc2ncnc3c2nnn3-c2ccc(F)cc2)o1,0.48,1587,i,0.9,4.0,1.7,1.0,1%,/,/,-0.21,-0.19,0.34,0.31,i,24,-2.4,955,1.1
COc1cc(CN(C)Cc2nc3cc(C(F)(F)F)ccc3c(=O)[nH]2)ccc1OC(F)F,0.52,1600,i,0.7,3.9,2.1,6.9,-1%,-46,674,0.61,-0.35,-0.072,-0.3,i,55,-3.2,1153,1.3
CCOC(=O)C1C(=O)CC(C)(O)C(C(=O)OCC)C1c1ccc(Br)o1 (stereo not drawn),0.32,1686,/,/,4.5,2.0,9.1,-2%,-43,602,0.059,-0.18,0.22,-0.33,i,48,-0.2,1066,1
CC(=O)Nc1cccc(/C(C)=N/NC(N)=S)c1,0.37,1585,i,0.6,2.0,2.6,1.8,-7%,6,652,0.6,-0.22,-0.1,0.31,i,15,-3.4,1114,0.9
COc1ccc(CN2CCN(S(=O)(=O)c3ccc(F)cc3)CC2)cc1OC,1.3,1128,i,9.9,3.0,2.8,6.8,-3%,/,/,0.34,-0.37,0.002,-0.013,i,36,-1.2,1160,1.1
Cc1c(NC(=O)/C(C#N)=C/c2ccc(-c3ccccc3Cl)o2)c(=O)n(-c2ccccc2)n1C,-1.6,895,i,2.8,2.6,2.6,2.0,16%,17,620,-0.47,-0.23,-0.44,0.24,i,52,-0.4,961,1.1
CCNC(=S)NNC(=O)C1CCN(Cc2ccccc2)CC1,-0.59,1258,i,0.8,3.3,2.8,2.2,-8%,/,/,-0.1,-0.24,0.013,0.72,i,12,-2.8,1054,2.3
O=C(OCc1ccccc1Cl)c1cccnc1Cl,-1.1,716,i,0.6,1.8,1.1,6.7,1%,-1,719,0.089,-0.29,0.48,0.27,i,34,-2.1,1153,1.1
COc1ccc(NC(=S)N2CCN(c3ccccn3)CC2)cc1OC,0.77,1503,i,1.1,3.3,2.2,7.3,17%,6,656,-0.85,-0.23,-0.43,0.46,i,56,1.2,1096,1
CCN(CC)S(=O)(=O)c1ccc(NC(=S)NC(=O)CC(C)C)cc1,-0.14,1467,i,0.5,2.8,2.8,9.8,5%,1,629,-0.47,-0.33,-0.48,0.75,i,32,/,/,1
CC1(C)Nc2ccccc2N(CCC(=O)N2CCOCC2)C1=O,0.35,1105,i,0.5,1.3,1.7,13,-5%,/,/,-0.77,-0.21,-0.35,1.1,i,35,-3.1,981,1.2
c1cncc(CNc2cccc(-c3nc4ccccc4[nH]3)c2)c1,-0.32,1172,i,0.3,2.3,2.2,11,-14%,-20,659,-0.19,-0.17,0.058,0.4,i,59,-0.8,893,1.1
CCOc1ccc(C(=O)N[C@H](C(=O)O)C(C)C)cc1,/,/,i,0.7,2.3,1.8,5.2,3%,10,792,0.39,0.13,0.27,-0.64,i,39,/,/,1.1
COC(=O)c1ccccc1OCc1cccc(C)n1,0.7,1266,i,0.9,2.7,3.8,7.5,-3%,/,/,-0.8,-0.14,-0.38,1.3,i,16,2.9,1108,1.1
CC(=O)c1cccc(NC(=O)C2C(c3ccccc3)C2(Cl)Cl)c1 (stereo not drawn),-0.53,1425,i,0.0,1.6,1.5,8.6,18%,-1,719,-0.61,-0.3,-0.11,0.51,i,60,-2.3,1029,1.1
O=C(Nc1ccc(Cl)cn1)c1cccnc1,0.67,1740,i,0.6,23,15,1.4,4%,-1,686,0.98,-0.17,1.3,-1.1,i,43,0.3,1038,1.1
O=C(COC(=O)Cn1cnc2ccccc2c1=O)Nc1ccc(Cl)c(C(F)(F)F)c1,-0.07,1283,i,0.0,4.1,2.5,6.8,4%,8,671,1.2,-0.12,1.1,-1.7,i,61,/,/,1
Cc1ccc(C(=O)OCC(=O)c2ccc[nH]2)s1,0.12,1348,i,0.3,5.5,2.1,7.4,-7%,1,688,0.48,-0.17,-0.096,-0.28,i,32,-1.7,1136,1.1
CN(Cc1cnccn1)Cc1nc(Cc2cccc(F)c2)no1,0.87,1508,i,0.3,1.4,1.2,6.5,-1%,19,733,-0.098,-0.26,0.11,0.0026,i,60,-1.7,1038,1.1
CCCCOc1ccc(OCCCN2CCOCC2)cc1,/,/,i,0.9,7.1,1.7,3.0,-9%,7,718,-0.43,-0.31,-0.039,1,i,27,0.9,496,1.1
Cc1cc(C)c(S(=O)(=O)N(C)CC(N)=O)c(C)c1,0.46,1167,i,1.7,2.3,0.4,24,-12%,-2,476,-0.49,-0.26,0.21,1.1,/,/,/,/,1.1
CC(=O)c1ccc(S(=O)(=O)N2CCN(C(C)=O)CC2)cc1,0.49,1226,i,1.1,1.9,1.9,5.6,0%,12,651,-0.031,-0.38,-0.5,-0.37,i,51,-0.4,1095,1
CCCCc1c(C)nn(-c2nnc3c4ccccc4n(CC)c3n2)c1C,-3,858,i,0.6,7.2,3.1,4.5,0%,/,/,-0.24,-0.19,0.072,0.57,i,4,2.3,1454,1
O=C(Nc1ccc([N+](=O)[O-])cc1)Nc1ccc(Cl)cc1F,-1.9,1053,i,0.1,4.3,1.7,5.7,2%,-3,627,0.87,-0.25,0.74,-0.21,i,19,1.7,753,1
Clc1cccc(Oc2ncc(CN3CCOCC3)s2)c1,0.76,1602,i,2.8,1.7,1.5,10,4%,/,/,0.55,-0.17,0.56,-1.6,i,33,1.3,1329,1

# Two consecutive records from above:
SMILES,Insulin prom up,Insulin prom up cell count,Myeloid diff 2,Myeloid diff 2 GFP+ MAC1+ %,MT stabilize HCS,MT stabilize HCS Hoechst-high %,MT stabilize HCS cytotoxicity %,PMI inhibitors,Hep lipid drop,Hep lipid drop cells 6.5 µM,Dynein transport,Dynein transport cytoplasmic EGFP,Dynein transport nuclear GR-EGFP,Dynein transport cell count,T cell HTS,T cell HTS vesicle-bound %,b-catenin transl,b-catenin transl cell count 5 µM,TNAP activation fold
O=C(Nc1ccc([N+](=O)[O-])cc1)Nc1ccc(Cl)cc1F,-1.9,1053,i,0.1,4.3,1.7,5.7,2%,-3,627,0.87,-0.25,0.74,-0.21,i,19,1.7,753,1
Clc1cccc(Oc2ncc(CN3CCOCC3)s2)c1,0.76,1602,i,2.8,1.7,1.5,10,4%,/,/,0.55,-0.17,0.56,-1.6,i,33,1.3,1329,1

# Going on with the list.
SMILES,Insulin prom up,Insulin prom up cell count,Myeloid diff 2,Myeloid diff 2 GFP+ MAC1+ %,MT stabilize HCS,MT stabilize HCS Hoechst-high %,MT stabilize HCS cytotoxicity %,PMI inhibitors,Hep lipid drop,Hep lipid drop cells 6.5 µM,Dynein transport,Dynein transport cytoplasmic EGFP,Dynein transport nuclear GR-EGFP,Dynein transport cell count,T cell HTS,T cell HTS vesicle-bound %,b-catenin transl,b-catenin transl cell count 5 µM,TNAP activation fold
CC(=O)Nc1cccc(C(=O)/C=C/c2ccc(N(C)C)cc2)c1,/,/,?,/,1.8,3.4,5.1,2%,31,633,-0.37,-0.13,-0.55,0.98,i,14,1.4,1001,1
OC1CSc2nc3ccccc3n2C1 (stereo not drawn),/,/,i,0.5,3.3,2.2,9.6,6%,-10,637,0.86,-0.0092,0.67,-0.13,i,4,-0.5,957,1
COc1ccc(O)c(C(=O)/C=C/c2cc3ccccc3o2)c1,/,/,i,1.9,3.2,1.4,9.1,/,/,/,-0.011,-0.1,-0.28,-1.2,i,66,/,/,/
Cc1ccc(Nc2cc(-n3cccn3)ncn2)c(C)c1,-1.5,993,i,3.9,1.1,2.2,6.0,-14%,16,806,-0.72,-0.2,-0.15,0.65,i,30,/,/,0.9
Cn1c(=O)c(Oc2ccc(Cl)cc2)c(O)c2ccccc21,0.52,1389,i,0.1,4.6,3.0,2.9,6%,1,751,0.3,-0.27,-0.0089,-0.6,i,59,/,/,1.1
Cc1ccc(S(=O)(=O)c2c(C)nn(-c3ccccc3)c2OC(=O)c2ccc(Br)o2)cc1,0.25,1331,i,0.4,2.5,1.1,5.2,2%,39,705,-0.63,0.28,0.36,0.12,i,40,/,/,1
CC(=O)c1cc(C#N)c(Oc2ccc(F)cc2)nc1C,-0.47,1581,i,0.0,3.8,1.5,9.6,-1%,/,/,-0.7,-0.35,-0.21,0.21,i,40,0.2,1373,1.1
O=[N+]([O-])c1cccc(-c2ncc3ccccn23)c1,-1.2,1290,i,0.4,5.6,3.8,10,-11%,19,722,1.1,-0.26,0.52,0.48,i,60,-0.5,1059,1.2

# Source: PubChem (several laboratories)
